# TbMetRS inhib: Trypanosoma brucei MetRS inhibition; AID 624268; inhibition, % at 11.9 µM; purified T. brucei MetRS, ATP depletion, Kinase-Glo luminescence; 360,000 tested, 0.4% active;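 active = inhibition above a per-plate cutoff of the control wells' mean inhibition plus 3 SD, cut at about 5.5% in these data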;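 note: 0% = DMSO wells median and 100% = median of wells with control inhibitor compound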
#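 Material – parasite MetRS enzyme · Medium – HEPES-MgCl2-KCl buffer plus DTT, spermine, BSA, pyrophosphatase · Reagent – ATP, methionine and E. coli bulk tRNA substrates · Times – 15 min enzyme-compound preincubation, 2 h reaction, 10 min detection, 25 °C · Measured by – luminescence of leftover ATP · Evaluation – percent inhibition relative to median high and low control wells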
# MT1-MMP act inh: blocks activation of human MT1-MMP. GFP/RFP ratio change, % at 20 µM. 360,000 tested, 0.061% active. HT1080 RFP-PRO-GFP cells, GFP/RFP ratio fluorescence, overnight; percent of plate control window, DMSO zero;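 active = GFP/RFP ratio change of at least 30% with cell ATP level not reduced by more than half and red fluorescence within 50% of control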; note: strong numbers were not always called active
#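 Assay system: RFP-PRO-GFP reporter HT1080 cells; read-out basis: GFP/RFP fluorescence ratio; benchmarks: DMSO wells and RFP-L50D-GFP cells; doses: 20 µM single dose, 1% DMSO; schedule: overnight cell settling, then overnight compound exposure, 37 °C, 5% CO2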
# SKN-1 block: inhibitors of C. elegans SKN-1; 360,000 tested, 0.49% active; C. elegans VP596 Pgst-4::GFP/RFP ratio, acrylamide-induced, 24 h; AID 624304; inhibition, % at 21.8 µM;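 active = interference check ratio from 0.5 to 1.5 plus GFP to RFP signal ratio inhibition reaching or exceeding a fixed threshold, cut at about 30% in these data, passing the limit was not always enough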; note: some compounds called inactive have numbers as strong as hits
# E coli Lon inh: inhibitors of E. coli Lon protease. AID 602123. P0A9M0. 360,000 tested, 0.42% active. inhibition, % at 7.94 µM. purified E. coli Lon protease, fluorescence polarization; in the data active = inhibition above about 13%, passing the limit was not always enough;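 note: 0% = enzyme with probe and DMSO and 100% = no enzyme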
# Target sequence (P0A9M0 whole entry, looked up): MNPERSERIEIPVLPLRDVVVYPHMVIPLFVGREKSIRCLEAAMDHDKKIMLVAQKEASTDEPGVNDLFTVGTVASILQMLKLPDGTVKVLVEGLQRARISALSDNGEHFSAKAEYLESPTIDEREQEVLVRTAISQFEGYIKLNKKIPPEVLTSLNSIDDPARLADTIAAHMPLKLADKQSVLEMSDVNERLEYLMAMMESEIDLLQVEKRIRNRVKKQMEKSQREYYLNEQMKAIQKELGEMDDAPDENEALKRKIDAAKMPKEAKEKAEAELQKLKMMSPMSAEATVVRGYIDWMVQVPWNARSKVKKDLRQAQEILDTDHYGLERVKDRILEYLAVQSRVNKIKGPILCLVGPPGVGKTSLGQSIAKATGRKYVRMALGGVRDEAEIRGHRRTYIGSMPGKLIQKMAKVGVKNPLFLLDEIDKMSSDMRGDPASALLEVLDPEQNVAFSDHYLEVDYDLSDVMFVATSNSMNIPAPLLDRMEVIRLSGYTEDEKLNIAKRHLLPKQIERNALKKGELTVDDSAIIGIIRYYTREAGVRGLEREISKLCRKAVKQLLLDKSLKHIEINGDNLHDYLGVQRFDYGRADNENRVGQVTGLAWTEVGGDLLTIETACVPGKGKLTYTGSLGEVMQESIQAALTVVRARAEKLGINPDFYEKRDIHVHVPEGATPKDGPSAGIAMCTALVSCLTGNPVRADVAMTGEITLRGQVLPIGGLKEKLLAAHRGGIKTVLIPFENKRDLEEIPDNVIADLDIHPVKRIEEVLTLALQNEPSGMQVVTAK
# MsrA inhibitor: bovine MsrA inhibition | purified bovine MsrA, absorbance read-out | inhibition, % at 15.5 µM | 360,000 tested, 0.75% active | AID 651718; in the data active = inhibition above about 4.5%;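 note: 0% = vehicle wells with enzyme and 100% = reference inhibitor wells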
# bovine MsrA act: bovine methionine sulfoxide reductase A activation; purified bovine MsrA, absorbance read-out; activation, % at 10.6 µM; 360,000 tested, 0.3% active; AID 602163; in the data active = activation above about 7.5%;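 note: 0% = vehicle and 100% = reference activator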
# FAS-TE inh: FAS thioesterase (human) inhibition. recombinant FAS-TE, OMFH fluorogenic substrate, fluorescence endpoint. inhibition, % at 15 µM. 360,000 tested, 0.67% active. AID 602261;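 active = compounds whose normalised, plate-corrected inhibition of enzyme fluorescence in the single-dose primary screen is 50% or more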;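 note: 0% = DMSO with enzyme and 100% = substrate without enzyme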
# MLLE-PAM2 inh: inhibitors of microRNA-mediated deadenylation, human PABP1 MLLE binding. AID 588489. P11940. GST-MLLE / FITC-PAM2 fluorescence polarization. 360,000 tested, 0.36% active. inhibition, % at 20 µM; in the data active = inhibition above about 35%, passing the limit was not always enough;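 note: plate controls were DMSO wells with GST-MLLE for no effect and wells lacking GST-MLLE protein for full effect; some results filed as inactive read as strong as hits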
# CendR NRP1 mod: NRP-1/CendR interaction modulation | FAM-RPARPAR peptide binding to NRP-1, fluorescence polarization | inhibition, % at 25 µM | AID 602438 | 360,000 tested, 0.85% active;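 active = inhibition or corrected inhibition above about 18%, plus a signal ratio from 0.5 to 1.5, limit read from the data, passing the limit was not always enough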; note: strong numbers were not always called active
# Starred values were filed as active, the others as inactive; x = not tested or not shown.
# Values run as follows: TbMetRS inhib, MT1-MMP act inh, SKN-1 block, E coli Lon inh, MsrA inhibitor, bovine MsrA act, FAS-TE inh, MLLE-PAM2 inh, CendR NRP1 mod
> CCc1cc(-c2cnnn2Cc2ccc3ccccc3c2)ccc1-c1cn(CC(C)C)nn1
    0.2, -7.5, 0.8, -7.1, -1.6, -2.5, 26.0, 9.1, -4.3
> CC(NC(=O)Cc1ccc(F)cc1)C(c1cccs1)N1CCN(C)CC1 (centres undefined)
    -1.7, -2.9, -4.6, -4.9, -0.9, -11.8, -8.2, 7.6, 12.8
> Nc1nc(NCCOCCO)nc(NCc2ccccc2)c1[N+](=O)[O-]
    -0.3, -3.1, 9.7, -0.2, 3.6, -4.7, -3.5, 2.8, 0.9
> O=C(CN1C(=O)c2ccccc2S1(=O)=O)NCc1ccco1
    -0.1, -3.6, -21.4, -4.9, 0.8, -3.9, -4.5, 2.1, 4.9
> CCCC(=O)NNC(=O)CCC(=O)NCc1ccccc1
    -0.8, 0.1, 7.1, -3.1, 1.2, -3.6, -6.4, -3.7, 9.3
> c1ccc(CCNc2nc3ccccc3n3nnnc23)cc1
    -0.5, -5.1, 1.8, -3.6, 0.7, -3.2, -9.5, 4.7, -12.2
> Cc1ccc(C(O)P(=O)(OC2CCCCC2)OC2CCCCC2)cc1 (centres undefined)
    -0.4, 6.6, -13.7, -10.0, -1.1, -3.0, -1.6, 3.6, -0.5
> Cc1c(-c2nc(N)nc(Nc3ccccc3)n2)oc2ccccc12
    -0.6, -1.1, 8.3, -1.7, -0.9, -3.3, 23.7, 0.8, 2.9
> CCN(CC)S(=O)(=O)c1ccc2c(c1)c(=O)c(C(=O)NCc1ccco1)cn2C
    -0.4, -1.0, -6.1, 2.0, 2.6, 0.1, 6.8, -4.5, 1.0
> COc1ccc(OC)c(NC(=O)c2cc(-c3cc(C)c(C)cc3O)n[nH]2)c1
    -0.3, 6.8, 15.2, -0.8, 0.8, 0.6, 3.3, -1.6, 3.5
> C[C@@H]1CN([C@@H](C)CO)C(=O)CCCn2nncc2CO[C@H]1CN(C)C(=O)Nc1ccc(F)cc1
    -0.8, 0.9, 13.6, -8.8, -1.4, -2.9, -8.1, 8.2, -1.4
> COc1cc2sc(-c3ccc(S(C)(=O)=O)cc3)c(C(=O)NCCCCO)c2cc1OC
    0.2, 2.4, 10.1, -14.1, 5.5*, -4.2, -1.7, 7.5, 20.7
> O=C(c1ccc(Cl)cc1)c1oc2ccccc2c1CS(=O)c1ccccc1 (centres undefined)
    -0.7, -1.8, 13.1, -0.2, 0.7, -3.5, 27.4, 20.7, -7.1
> COc1ccc(CCNC(=O)C(CC(C)C)NC(N)=O)cc1 (centres undefined)
    -0.5, -2.8, -2.4, -5.3, -0.6, -14.5, -10.5, 10.8, -5.7
> COc1ccc2[nH]c(=O)c(C(c3nnnn3C(C)(C)C)N(Cc3ccco3)CC3CCCO3)cc2c1 (centres undefined)
    0.0, -6.8, 16.7, -8.2, 0.4, -4.6, -3.2, 7.3, -1.9
> CC(=O)Nc1ccc(S(=O)(=O)NC2(C(F)(F)F)C(=O)Nc3c2c(=O)[nH]c(=O)n3C)cc1 (centres undefined)
    -0.3, 3.0, 10.1, -3.8, 1.0, -2.5, -7.3, 9.3, 0.1
> COc1cc([C@H]2OC[C@H]3[C@@H]2CO[C@H]3c2ccc(O)c(OC)c2)ccc1O
    -0.3, 1.9, 11.9, 2.6, 0.0, -4.6, -11.4, 4.5, 9.7
> Cc1cc2oc(=O)cc(Cn3ccnc3)c2cc1C
    0.7, -4.5, -15.2, -9.6, 1.4, -8.0, 0.1, -0.3, 5.5
> CCOc1ccccc1C(=S)NC1CCCCC1
    -0.1, -1.1, 19.6, -4.3, -0.4, -3.5, 8.2, 20.9, 4.4
> Oc1ccc(/C=N/NC(=S)Nc2cccnc2)c(O)c1
    -0.3, -6.9, -8.9, -67.3, 7.0*, -4.7, -3.3, 37.1, 2.5
> COc1ccc([C@H]2CC(=O)C=C(c3ccc4c(c3)OCCO4)C2)cc1
    -0.2, 2.5, 8.7, -0.9, 1.0, 0.6, 9.2, -1.4, 26.1*
> O=C(COc1ccc(Cl)cc1)N/N=C/c1cccc2cccnc12
    -0.3, 1.6, -9.6, 0.4, 2.1, -5.9, -1.2, -17.9, 6.2
> O=C(c1ccccc1)N1N=C(c2ccccc2)CC1c1cccs1 (centres undefined)
    -0.1, -1.3, -1.0, 1.3, 2.1, -2.1, 16.7, 11.0, 1.3
> COCCNC(=O)C1(C)CCCN(C(=O)c2cccnc2SC)C1 (centres undefined)
    -0.5, 6.8, 6.9, 9.4, -0.7, -9.4, -9.2, -2.1, -2.7
> O=C(c1ccc(Cl)cc1Cl)c1ncc(C(F)(F)F)cc1Cl
    0.1, 3.7, -4.0, -11.8, 1.9, -4.8, 18.7, -0.8, -14.6
> COc1ccccc1C(=O)NCCC(=O)N1CCN(S(=O)(=O)c2ccccc2C(F)(F)F)CC1
    -0.4, -3.3, 2.4, 0.1, 0.5, -0.2, -3.0, 10.0, -0.7
> COc1ccccc1C(=O)NCCN1CCC(n2c(=O)[nH]c3ccccc32)CC1
    -0.4, 1.4, 2.2, -8.1, -0.2, -1.6, -10.5, x, 10.4
> Cc1ccc(NC(=S)Nc2ccc(OC(F)F)c(Cl)c2)cc1Cl
    -0.1, -1.5, -2.1, 14.0, -0.2, -5.0, 20.6, 24.6, -5.5
> O=C(CSC1=NCCN1)NC1CCCCCC1
    -0.2, 0.2, 20.5, -4.2, -1.4, -0.5, -5.7, 18.3, 19.1
> Cc1cccc(C(=O)NCC(=O)N2CCC2)c1
    -0.3, 3.1, -13.8, -7.0, -1.1, -3.6, -2.1, 11.1, 6.8
> COc1cc2c(cc1OC)CN(C(=O)/C=C/c1cc(OC)c(OC)c(OC)c1)CC2
    -0.9, 4.1, 12.7, 6.5, 0.5, -0.3, -1.3, -11.2, 5.4
> COc1ccc(/C=N/NC(=O)c2cc(C3CC3)[nH]n2)cc1OC
    -0.2, 1.9, 1.2, -3.0, 1.7, -2.8, -5.0, 11.2, 0.3
> O=C(NCc1ccco1)c1ccc(CNc2c(N3CCCCC3)c(=O)c2=O)cc1
    -0.6, 0.4, 5.7, -10.5, 0.5, 3.2, -4.4, 5.6, 22.6
> O=C(C[C@H]1C/C=C\C[C@H](Cc2ccc(F)cc2)C(=O)O[C@@H](c2ccccc2)CNC1=O)N[C@H](CO)Cc1ccccc1
    0.2, -1.5, 10.2, -5.3, -0.1, -5.1, 2.9, -0.5, -9.3
> CCOC(=O)c1c(NC(=O)COC(=O)CCCOc2ccc(OC)cc2)sc(C(=O)N(C)C)c1C
    -0.7, -0.4, -8.7, -2.2, -0.6, -7.5, 6.8, 3.7, 6.6
> CCn1c(=O)c(C(=O)CN2CCN(S(=O)(=O)c3cc(C)ccc3C)CC2)c(N)n(Cc2ccccc2)c1=O
    -0.1, 1.7, 1.0, 11.6, 1.9, -1.1, 29.4, -9.3, -16.5
> COc1ccc(S(=O)(=O)N2CCC(C(=O)NCc3ccc(C)cc3)CC2)cc1
    -0.1, 4.4, 9.5, 0.8, -0.5, -1.6, 2.4, -10.5, -2.9
> CCN1CCN(C(=S)c2ccc(OC)cc2)CC1
    -0.6, 1.6, -3.9, 9.1, 1.0, -3.4, -8.6, 21.0, 5.9
> COc1cc(/C=N\NC(=O)c2ccc(-c3ccccc3)cc2)cc(OC)c1OC(C)=O
    -0.6, 9.1, -6.6, -4.2, 0.4, -8.1, 11.2, -3.5, -4.2
> CC1(C(=O)NS(=O)(=O)C2CC2)CCN(C(=O)c2cccc(OC(F)(F)F)c2)C1 (centres undefined)
    -0.2, 0.1, 13.2, 4.0, 0.6, -0.7, -5.2, -9.9, -2.2
> CCC1CCCCN1S(=O)(=O)c1ccc2c(c1)CCN2C(C)=O (centres undefined)
    -0.3, -0.4, 2.4, -3.3, -0.7, -2.5, 35.0, 1.7, 5.1
> O=C1CSc2ccc(C(=O)NCCc3ccc(Cl)cc3Cl)cc2N1
    0.8, -5.6, -7.8, -9.6, 0.2, -4.2, 9.8, 8.8, 2.5
> O=C(CCCNC(=O)c1ccc(Cl)cc1)Nc1ccc(S(=O)(=O)Nc2ncccn2)cc1
    -0.1, -0.3, 0.6, -8.9, -0.7, -3.1, -3.0, -16.1, -14.7
> Cc1ccc2c(c1)N(S(=O)(=O)c1ccc3c(c1)NC(=O)CC(=O)N3)CCO2
    0.1, -6.2, 0.2, 4.4, -0.4, 1.6, -4.8, -3.5, -6.1
> Cc1cccc(C(=O)O)c1NC(=O)Cc1cccc2ccccc12
    -0.1, -3.1, 9.4, -2.7, -1.2, -0.1, -2.5, 11.1, -6.5
> COC(=O)c1scc(C)c1S(=O)(=O)Nc1ccc(C)cc1
    0.0, 3.3, 3.8, 1.3, -0.2, -3.5, 1.9, 18.5, -2.4
> COc1ccc(CNC(=O)c2coc(=O)c3ccccc23)cc1
    -0.6, 3.1, -12.5, -9.0, 0.0, -5.5, 7.9, -2.9, -3.4
> Cc1ccc2nc3c(cc(C(=O)NCCc4ccccc4)c(=N)n3CCCN3CCOCC3)c(=O)n2c1
    0.1, -2.0, 4.5, -6.9, 0.1, 0.2, 2.8, 3.9, -0.6
> COc1ccc(CNC(=O)CN(C(=O)CCC(=O)Nc2nccs2)c2ccccc2C)cc1
    -0.5, -1.7, 4.3, 2.4, 0.9, 0.1, 3.8, 0.3, 8.3
> NC(=O)N/N=C/c1ccccc1OC(=O)c1ccccc1Br
    1.8, -12.9, 0.2, 0.4, -0.2, 0.1, 0.3, 5.9, 12.2
> COC(=O)NC(=C(Cl)Cl)S(=O)(=O)c1ccccc1
    -1.1, 9.9, -16.1, 1.2, -0.3, -2.1, -1.3, 6.6, -3.4
> CCc1noc(C)c1C(=O)N1CCCSC1=Nc1ccccc1
    -0.4, 3.1, -0.5, -7.3, -0.1, -6.9, 0.7, -4.3, -0.9
> O=C(Nc1ccc2c(c1)CN(Cc1ccccc1O)CC2)C1CCCO1 (centres undefined)
    -0.2, -3.7, 19.1, 4.1, 2.2, -1.5, -2.7, 2.5, 3.4
> O=C(CN1CCSCC1)N/N=C/c1ccc(F)cc1F
    -0.8, -3.5, -8.3, -9.7, -0.7, -4.1, -7.3, 7.4, -6.2
> C/C(=N\NC(=O)COc1ccc(C)cc1Br)c1cc([N+](=O)[O-])cs1
    1.0, 5.9, -1.5, 8.7, 1.5, -13.2, -3.8, 5.5, -18.5
> Cc1ccc(NS(=O)(=O)c2ccc(C(=O)N3CC(C)CC(C)C3)cc2)cc1 (centres undefined)
    -0.4, -9.7, -1.2, -3.2, -0.4, 0.0, 14.1, 0.7, 7.6
> Cc1cccc(Cn2ccc(NC(=O)c3ccc4c(c3)OCO4)n2)c1
    -0.4, 1.3, -18.8, -7.8, -0.6, -6.7, 2.5, -4.8, 6.6
> Cc1cccc(Nc2ccc(C(=O)O)cc2[N+](=O)[O-])c1C
    -0.6, 6.3, 11.7, 3.4, 0.8, -9.7, -0.1, 1.7, -0.7
> CC1Cc2nc(SCC(=O)N3CCN(c4ccccc4)CC3)n(C)c(=O)c2S1 (centres undefined)
    -0.5, -2.7, -11.3, -11.5, 2.7, -4.4, 0.4, 24.2, 0.8
